High-throughput results as filed in PubChem BioAssay.
GAA glycogen mod – qHTS Assay for Inhibitors and Activators of Human alpha-Glucosidase Cleavage of Glycogen; Lysosomal alpha-glucosidase (Homo sapiens), P10253; recombinant GAA, glycogen substrate, Amplex Red glucose oxidase fluorescence; Potency, µM (doses to about 76.4 µM), without a hit: top-dose activity change, negative = inhibition, usual class: inhibitors; actives 0.38% (n = 300,000); AID 2100, 2009; active = well fitted inhibition curve with a large enough effect; inconclusive = small, poorly fitted or top-dose-only effect, or another doubt; inactive = no such curve, though single readings can be large or run the other way;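 also: 0% = full enzyme reaction and -100% = no-enzyme basal signal; the screen sought inhibitors and activators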
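Natural-substrate format: glycogen cleavage by 4 nM human enzyme, glucose read by Amplex Red coupling (Ex 573, Em 610 nm). Normalized to enzyme and no-enzyme controls.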
* marks the source's active call; other numbers are inactive results; u = inconclusive; & = joins results of further samples; [ ] = dose if it differs, or a comment. Potency is read from the fitted curve at half-maximal effect.

Molecule	GAA glycogen mod
O=C(Nc1c(-c2ccc(F)cc2)nc2ccccn12)c1cccc(F)c1	-4%[76.3 µM]
COc1ccc(C(=O)COC(=O)CN2C(=O)c3ccccc3C2=O)c(OC)c1	2%[76.3 µM]
O=S(=O)(c1ccc(Cl)cc1)c1nc(-c2ccccc2F)oc1NCCN1CCOCC1	-20%[76.3 µM]
COc1cccc(CN(C(=O)c2ccccc2Cl)C2CCS(=O)(=O)C2)c1 (stereo not drawn)	-8%[76.3 µM]
O=C(NC(=S)NNC(=O)c1ccco1)c1ccccc1	u
Cc1cc(C)cc(NC(=O)N2CCC(CN3CCCCCC3)CC2)c1	-1%[76.3 µM]
CN(C)c1ccc(C(=O)OCC(=O)NCCNC(=O)COC(=O)c2ccc(N(C)C)cc2)cc1	-5%[76.3 µM]
CCn1c(=O)n(CC)c2cc(N3CCCC3)c(NC(=O)c3ccccc3C)cc21	-8%[76.3 µM]
O=C(Nc1ccc(Cl)cc1Cl)c1ccc(Br)o1	3%[76.3 µM]
Cc1ccccc1OC(=O)CSc1nnc(-c2ccc3c(c2)OCO3)o1	1%[76.3 µM]
C/C(=N\NC(=O)c1cccc(Br)c1)c1ccccn1	4%[76.3 µM]
CSc1ccccc1C(=O)NC1CCCN(c2ccc(C(F)(F)F)cn2)C1 (stereo not drawn)	0%[76.3 µM]

Remaining list, next part
Molecule	GAA glycogen mod
O=S(=O)(c1ccc(F)cc1)N1CCN(S(=O)(=O)c2cccs2)CC1	8%[76.3 µM]
O=C(CN(c1ccccc1)S(=O)(=O)c1ccccc1[N+](=O)[O-])Nc1cccnc1	-11%[76.3 µM]
COc1cc(C(=O)N/C(=C\c2cn(C)c3ccccc23)C(=O)NCCCn2ccnc2)cc(OC)c1OC	7%[76.3 µM]
Cc1cc(=O)oc2cc(NC(=O)c3cccc(S(C)(=O)=O)c3)ccc12	2%
Cc1ccc2oc(=O)n(CCNC(=O)Nc3ccc(C)c(F)c3)c2c1	-4%[76.3 µM]
CS(=O)(=O)c1ccc2nc(NC(=O)c3cc([N+](=O)[O-])cc([N+](=O)[O-])c3)sc2c1	9%[76.3 µM]
Cc1ccc(NC(=O)CCN2C(=O)C3C4CCC(C4)C3C2=O)cc1Cl (stereo not drawn)	-8%[76.3 µM]
CCCOC(=O)Cn1cnc2scc(-c3ccc(OC)cc3)c2c1=O	-18%[76.3 µM]
Cc1ccc(OCC(=O)NNC(=O)c2ccc(NC(=O)C3CC3)cc2)c(C)c1	-3%[76.3 µM]
COc1ccc(Br)cc1/C=N/n1c(C)nc2ccccc2c1=O	3%
Cn1c(-c2ccccc2)cnc1NCc1cc(Cl)ccc1O	9%[76.3 µM]
CCCCc1nc2c(C)c(N)cnc2n1Cc1cccc([N+](=O)[O-])c1	0%

Other compounds follow.
Molecule	GAA glycogen mod
O=C(NCCOC(=O)c1ccc(F)cc1)c1ccc(F)cc1	5%
COc1ccc(-n2nc(C(=O)NCC(=O)N3CCCCCC3)c3ccccc3c2=O)cc1Cl	-11%
NC(=O)Nc1ccccc1C(=O)Nc1ccc2ccccc2c1	6%[76.3 µM]
Cc1cccc(NC(=O)CN2CCCCCC2)c1	-3%[76.3 µM]
CCOCCCNC(=O)CCn1nc(-c2ccc(Cl)cc2)ccc1=O	0%
Cc1ccccc1N1CCN(CCCN2C(=O)C3CCCCN3C2=O)CC1 (stereo not drawn)	-6%[76.3 µM]
O=C(Nc1ccc(O)c(-c2nc3ccccc3o2)c1)c1ccc(Br)cc1	-4%[76.3 µM]
COc1ccc(C(=O)Oc2ccc(Br)cc2C(=S)N2CCOCC2)cc1	-2%
CC(=O)c1cccc(NS(=O)(=O)c2ccc(-c3cc(C)no3)s2)c1	-15%[76.3 µM]
c1ccc(Nc2nnc(-c3cccnc3)s2)cc1	1%
Cc1cccc(NS(=O)(=O)c2ccc(C(C)(C)C)cc2)n1	11%[76.3 µM]
CN(C)CCNc1ncnc2sc(-c3ccccc3)cc12	-3%

Other compounds
Molecule	GAA glycogen mod
CC(C)CNS(=O)(=O)c1cc(C(=O)OCC(=O)N2CCOCC2)c(Cl)cc1Cl	3%
COc1ccc(N2CCN(CCNC(=O)Nc3ccc(C)cc3Cl)CC2)cc1	-9%
COCCN1CCc2nc(SCC(=O)Nc3ccc(C)c(Cl)c3)[nH]c(=O)c2C1	4%[76.3 µM]
O=C(Cc1ccc(Br)cc1)N1CCCC1	-1%[76.3 µM]
Cc1cccc(NC2=CC(c3cccc(Br)c3)N(c3cccc(C)c3)C2=O)c1 (stereo not drawn)	-14%[76.3 µM]
COC(=O)C(CC(=O)c1ccc(C)cc1)n1cccn1 (stereo not drawn)	-2%[76.3 µM]
CC(OC(=O)c1ccco1)C(=O)NCc1ccc2c(c1)OCO2 (stereo not drawn)	-1%[76.3 µM]
CC1(C)SC2c3ccccc3C(=O)N2[C@@H]1C(=O)NC1CC1 (stereo partly drawn)	-25%[76.3 µM]
CCC(C(=O)NC(C)(C)C)N(Cc1ccc(F)cc1)C(=O)c1snc(C(N)=O)c1N (stereo not drawn)	-4%[76.3 µM]
CCCN(CCC)C(=O)CSc1c2c(nc3ccc(Cl)cc13)CCCC2	9%[76.3 µM]
O=c1cc(O)n(C2CCCCCC2)c(=O)[nH]1	-2%
Cn1c(=O)n(C)c2cc(N3CCOCC3)c(NS(=O)(=O)c3ccc(C(C)(C)C)cc3)cc21	21%[76.3 µM]

Already shown: five of the compounds above.
Molecule	GAA glycogen mod
COc1ccc(N2CCN(CCNC(=O)Nc3ccc(C)cc3Cl)CC2)cc1	-9%
COCCN1CCc2nc(SCC(=O)Nc3ccc(C)c(Cl)c3)[nH]c(=O)c2C1	4%[76.3 µM]
O=C(Cc1ccc(Br)cc1)N1CCCC1	-1%[76.3 µM]
Cc1cccc(NC2=CC(c3cccc(Br)c3)N(c3cccc(C)c3)C2=O)c1 (stereo not drawn)	-14%[76.3 µM]
COC(=O)C(CC(=O)c1ccc(C)cc1)n1cccn1 (stereo not drawn)	-2%[76.3 µM]

Remaining list, next part
Molecule	GAA glycogen mod
Cc1ccc2oc(=O)c3cc(C(=O)NCCCOC(C)C)sc3c2c1	-2%[76.3 µM]
Cc1cccc(Cn2c(=O)n(Cc3ccccc3)c(=O)c3oc4ccccc4c32)c1	-2%[76.3 µM]
CC(=O)N[C@@H](Cc1ccc(O)cc1)CN1C(N)=NC[C@@H]1CC(C)C	-16%[76.3 µM]
CC1CCN(c2ccccc2NC(=O)c2cc([N+](=O)[O-])ccc2N2CCOCC2)CC1	-5%[76.3 µM]
Cc1cccc(C(=O)Nc2nnc(S(=O)(=O)N3CCOCC3)s2)c1	-1%&11%[76.3 µM]
COc1ccccc1OCC(=O)Nc1c2c(nn1-c1ccc(F)cc1)CS(=O)(=O)C2	-1%[76.3 µM]
COc1ccccc1CN1CC(C(=O)NCCC2=CCCCC2)CCC1=O (stereo not drawn)	-9%[76.3 µM]
COc1cccc(CN2CC(C(=O)NCCCn3cccn3)CCC2=O)c1 (stereo not drawn)	5%[76.3 µM]
COc1ccc(OC)c(Nc2nc(N)c([N+](=O)[O-])c(NC3CCCCC3)n2)c1	1%
CC(NC(=O)c1ccncc1)c1ccccc1 (stereo not drawn)	-2%[76.3 µM]
CCCNC(=O)NC(=O)CSc1nnc(-c2c[nH]c3ccccc23)o1	0%
O=C(CCc1nnc2ccc(NCc3ccccc3Cl)nn12)NC1CCCC1	-2%[76.3 µM]

Individual results from the list:
CCn1c(=O)n(CC)c2cc(N3CCCC3)c(NC(=O)c3ccccc3C)cc21 – GAA glycogen mod = -8%[76.3 µM]
COc1ccc(Br)cc1/C=N/n1c(C)nc2ccccc2c1=O – GAA glycogen mod = 3%

Continuation:
SMILES	GAA glycogen mod
Cc1cccc(NS(=O)(=O)c2ccc(C(=O)N3CCN(c4ccccc4O)CC3)cc2)c1C	4.5µM*
CCCNC(=O)COCc1cc(-c2ccc3c(c2)OCO3)on1	-1%
CCC(C(=O)Nc1ccc(C(C)=O)cc1)n1c(C)c2cnn(-c3ccccc3)c(=O)c2c1C (stereo not drawn)	-7%[76.3 µM]
CCCS(=O)(=O)c1nc(S(=O)(=O)c2ccc(C)cc2)c(N2CCN(CC)CC2)s1	6%[76.3 µM]
Cc1c(C(=O)Nc2ccccn2)sc2nc3n(c(=O)c12)CCC3	-1%[76.3 µM]
O=S(=O)(NC(=NC1CCCCC1)c1ccccc1)c1ccc(F)cc1	-10%[76.3 µM]
O=C(NCC(=O)N1CCN(C(=O)c2ccco2)CC1)c1ccc(Br)cc1	2%[76.3 µM]
Cc1cc(C(=O)NCC2CCCCC2)ccc1[N+](=O)[O-]	9%
O=C(COc1ccc(Cl)cc1Cl)N/N=C/C1CC=CCC1 (stereo not drawn)	-10%[76.3 µM]
COc1cccc(C2=NOC(C(=O)NCc3cccnc3)C2)c1 (stereo not drawn)	-22%
Cc1coc2c1c(C)cc1oc(=O)c(CC(=O)NCc3ccc(Cl)cc3)c(C)c12	8%[76.3 µM]
Cc1cccc(NS(=O)(=O)c2coc(C(N)=O)c2)c1C	15%[76.3 µM]
Cc1ccc(CSCc2ccc(C(=O)O)o2)cc1	3%
CC(NC(=O)COC(=O)c1cccs1)c1ccccc1 (stereo not drawn)	-23%[76.3 µM]
CCCOc1ccc(C(=O)N(Cc2ccco2)Cc2ccco2)cc1	-9%[76.3 µM]
CCn1c(SCC(=O)Nc2ccccc2F)nnc1-c1cnccn1	-1%[76.3 µM]
Cc1ccc(-c2noc(-c3ccccc3OCC(=O)Nc3ccccc3[N+](=O)[O-])n2)cc1	u
CCOC(=O)c1ccc(N2C(=O)Cc3cc(OCC)c(OCC)cc3C2c2ccccc2)cc1 (stereo not drawn)	-8%[76.3 µM]
O=C(CCCN1C(=O)[C@H]2CC=CC[C@H]2C1=O)NCc1nc(-c2ccccc2)no1	-4%[76.3 µM]
CC1(C)CC(=O)C=C(Nc2ccc(O)c(C(=O)O)c2)C1	u

(cont.)
SMILES	GAA glycogen mod
CCc1ccc(CN(C)C(=O)c2cc(COc3ccc(OC)cc3Cl)on2)nc1	0%[76.3 µM]
Cc1ccc(NC(=O)CCNS(=O)(=O)c2ccc3[nH]c(=O)oc3c2)cc1C	-3%[76.3 µM]
CCOc1ccc(OCC)c(NC(=O)C(NS(=O)(=O)c2cccs2)c2ccccc2)c1 (stereo not drawn)	0%[76.3 µM]
OCC[C@@H]1C[C@@H](O)[C@H](O)[C@]2(OCCCc3ccccc32)O1	18%[76.3 µM]
CCOC(=O)C1CCN(C(=O)C2CCCN(c3ncnc4c3nc3n4CCCCC3)C2)CC1 (stereo not drawn)	-3%[76.3 µM]
COc1cc(NC(=S)N2CCN(S(=O)(=O)c3ccc(C)cc3)CC2)cc(OC)c1	-2%[76.3 µM]
O=C(NCCSc1c(-c2ccc(F)cc2)[nH]c2ccccc12)c1ccc(S(=O)(=O)N2CCOCC2)cc1	-7%[76.3 µM]
Cc1ccc(CNc2nc(C)c(C(=O)N(C)C)s2)cc1	4%
O=C(Nc1ccc(Cl)cc1F)C1CC1c1ccccc1 (stereo not drawn)	6%[76.3 µM]
Cc1cc([N+](=O)[O-])ccc1NC(=O)c1cc2ccccc2o1	3%[76.3 µM]
CCc1cc(=O)oc2c3c(cc(OCC(=O)NCCCOC)c12)OC(C)(C)CC3	7%
Cc1ccc(S(=O)(=O)N(CC(=O)Nc2ccc3c(c2)OCO3)c2ccc(C)c(Cl)c2)cc1	7%[76.3 µM]
CC(C)[C@H](NC(=O)c1ccco1)C(=O)N(C)Cc1c(F)cccc1Cl	1%
Cc1cccn2c(=O)c3cc(C(=O)NC4CCCC4)n(C)c3nc12	-4%[76.3 µM]
CCCCC(=O)Nc1cc(-c2nc3ccccc3o2)ccc1OC	-2%[76.3 µM]
O=C(COc1ccc(Cl)cc1)N1CCCCCCC1	11%[76.3 µM]
CSc1ncc(C(=O)NCc2ccccc2)c(-c2ccccc2)n1	-16%[76.3 µM]
O=C(NCc1cccs1)c1ccc(CS(=O)Cc2ccccc2Cl)o1 (stereo not drawn)	2%[76.3 µM]
Cc1c(C(=O)N2CCOCC2)c(S(=O)(=O)Nc2ccc(OC(F)(F)F)cc2)c(C)n1C	-3%[76.3 µM]
Cc1ccc(-c2ccnc3c(Br)c(C)nn23)cc1	0%

New compounds follow.
SMILES	GAA glycogen mod
COc1ccccc1NC(=O)c1sc2nc3c(cc2c1N)CCCCCC3	-5%[76.3 µM]
CCc1cccc(C)c1NC(=O)CSc1nc2c(c(=O)[nH]1)CCC2	u
Cc1cc(NC(=O)c2cc(-c3ccccn3)nc3c(Cl)cccc23)no1	4%[76.3 µM]
CSc1cccc(NS(=O)(=O)c2ccc3[nH]cc(C(=O)N4CCCCCC4)c(=O)c3c2)c1	-13%[76.3 µM]
Cc1nc2ccc(S(=O)(=O)N(C)CC(=O)Nc3ccc(Br)c(C)c3)cc2s1	3%[76.3 µM]
O=[N+]([O-])c1ccc(O)c(Nc2c([N+](=O)[O-])ccc3nonc23)c1	-23%
CCOc1ccc(C2CC(=O)n3nc(-c4ccc(C)cc4)nc3S2)cc1OC (stereo not drawn)	-3%[76.3 µM]
COc1cccc(C(=O)NC2CC3CCCC(C2)N3Cc2ccc(C)cc2)c1 (stereo not drawn)	-1%[76.3 µM]

Part of the list above, reformatted.
CCc1cccc(C)c1NC(=O)CSc1nc2c(c(=O)[nH]1)CCC2
  GAA glycogen mod = u

Cc1nc2ccc(S(=O)(=O)N(C)CC(=O)Nc3ccc(Br)c(C)c3)cc2s1
  GAA glycogen mod = 3%[76.3 µM]

CSc1cccc(NS(=O)(=O)c2ccc3[nH]cc(C(=O)N4CCCCCC4)c(=O)c3c2)c1
  GAA glycogen mod = -13%[76.3 µM]

This is a subset; count on the stated rates, not on these rows.
